# Nrf2 block: Nrf2 qHTS screen for inhibitors; A549 ARE-Fluc reporter, luciferase luminescence, 18-24 h; Potency, µM (top dose mostly 46 µM), inactives show at the top dose activity change, negative = inhibition, hits mostly inhibitors; 2.1% of 360,000 active; also: % is scaled to controls: 0 for no effect and ±100 for the full control effect; nearly all actives have a fitted effect of over 60% in size
#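 Concentration-response testing used A549 ARE_Fluc cells at 5000 cells/well. Following an 18-24 h compound incubation, viability was read by fluorescence (Ex 405/Em 525) and luciferase output by luminescence.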
# A549 tox: Nrf2 qHTS screen for inhibitors: counterscreen for cytotoxicity; Potency, µM (top dose mostly 46 µM), for inactives: top-dose activity change, negative = cytotoxicity, usual class: inhibitors; A549 ARE-Fluc cells, CellTiter-Fluor viability, 18-24 h; 0.16% of 390,000 active; also: % is scaled to controls: 0 for no effect and ±100 for the full control effect
#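 Cytotoxicity counterscreen: CellTiter-Fluor fluorescence was measured in A549 ARE_Fluc cells after 18-24 h of compound exposure in a concentration series. The subsequent BugLite luminescent read reports ARE-luciferase activity.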
# EPAC2 antag: qHTS for Antagonist of cAMP-regulated guanine nucleotide exchange factor 2 (EPAC2): primary screen | AID 720708, 2013 | EPAC2 GEF exchange of Rap1B-BODIPY-GDP, fluorescence | 0.18% of 360,000 active | Potency, µM (highest dose often 114 µM), without a hit: top-dose activity, negative = inhibition, most hits filed as inhibitors | Rap guanine nucleotide exchange factor 4 (Homo sapiens), Q8WZA2; also: % is scaled to controls: 0 for no effect and ±100 for the full control effect; nearly all actives have a fitted effect of over 45% in size; many of its hits are not listed in these tables
# Target sequence (Q8WZA2 whole entry, looked up): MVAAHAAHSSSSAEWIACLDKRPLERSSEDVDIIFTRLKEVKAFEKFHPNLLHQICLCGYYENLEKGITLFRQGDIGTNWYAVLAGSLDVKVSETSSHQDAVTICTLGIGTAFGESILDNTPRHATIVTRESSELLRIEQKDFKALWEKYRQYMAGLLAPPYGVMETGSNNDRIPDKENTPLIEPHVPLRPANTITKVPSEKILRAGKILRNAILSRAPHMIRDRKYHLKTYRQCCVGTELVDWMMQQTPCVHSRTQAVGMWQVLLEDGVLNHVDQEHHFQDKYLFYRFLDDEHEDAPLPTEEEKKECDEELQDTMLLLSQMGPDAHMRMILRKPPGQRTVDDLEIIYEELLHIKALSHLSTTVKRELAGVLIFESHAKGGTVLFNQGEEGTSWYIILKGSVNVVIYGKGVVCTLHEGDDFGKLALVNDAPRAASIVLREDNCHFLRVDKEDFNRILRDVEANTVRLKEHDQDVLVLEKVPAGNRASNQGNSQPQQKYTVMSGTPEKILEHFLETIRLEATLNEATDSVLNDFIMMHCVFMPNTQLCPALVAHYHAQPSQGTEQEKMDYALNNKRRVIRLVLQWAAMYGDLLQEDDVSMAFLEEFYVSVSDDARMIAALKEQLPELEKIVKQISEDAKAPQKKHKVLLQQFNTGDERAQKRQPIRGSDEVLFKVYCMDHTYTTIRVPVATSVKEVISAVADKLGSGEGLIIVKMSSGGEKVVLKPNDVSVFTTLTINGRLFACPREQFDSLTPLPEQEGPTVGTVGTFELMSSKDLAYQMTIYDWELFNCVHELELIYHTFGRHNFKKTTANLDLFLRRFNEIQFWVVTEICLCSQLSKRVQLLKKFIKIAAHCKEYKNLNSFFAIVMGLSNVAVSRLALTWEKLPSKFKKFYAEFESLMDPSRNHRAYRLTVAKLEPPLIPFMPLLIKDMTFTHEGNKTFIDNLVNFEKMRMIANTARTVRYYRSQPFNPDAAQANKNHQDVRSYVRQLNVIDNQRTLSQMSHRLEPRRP
# ATXN2 expr inh: Primary qHTS for Inhibitors of ATXN expression; HEK-293 ATXN2-luciferase reporter, luminescence, 24 h; Potency, µM (top dose mostly 57 µM), for inactives: top-dose activity change, negative = inhibition, hits mostly inhibitors; 0.72% of 360,000 active; AID 1745845, 2022; also: % is scaled to controls: 0 for no effect and ±100 for the full control effect; nearly all actives have a fitted effect of over 55% in size
#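 ATXN2-luciferase reporter cells (luciferase flanked by upstream and downstream ATXN2 gene portions) were treated 24 h at 37 °C with compounds at up to 57 uM. SteadyGlo luminescence gave expression; GF-AFC fluorescence gave viability.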
# MCF10A rerep: A quantitative high throughput screen for small molecules that induce DNA re-replication in MCF 10a normal breast cells; 2.9% of 350,000 active; Potency, µM (highest dose often 46.1 µM), for the others: top-dose activity, positive = re-replication, most hits filed as activators; MCF 10A DNA re-replication, Hoechst nuclear intensity, 48 h; also: % of control where 0% means no effect; nearly all actives have a fitted effect of over 50% in size
# ATXN viability: Viability Counterscreen for Primary qHTS for Inhibitors of ATXN expression. S2 cells (HEK-293 line with an ATXN2-luciferase reporter) viability, CellTiter-Fluor protease fluorescence, 24 h. 0.49% of 400,000 active. Potency, µM (highest dose often 56.7 µM), hits mostly cytotoxic. AID 651635, 2014; also: nearly all actives have a fitted effect of over 40% in size
# Nrf2 activator: qHTS of Nrf2 Activators | Potency, µM (top dose mostly 46.1 µM), for the others: at the highest dose activation, actives largely listed as activators | 0.31% of 410,000 active | AREc32 ARE-luciferase reporter (MCF7-derived line), luminescence, 24 h; also: % of control where 0% means no effect; nearly all actives have a fitted effect of over 65% in size
#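 Reporter line AREc32 (ARE-Fluc), seeded overnight in OPTI-MEM with 5% FBS; compound pin-transferred, 24 hr at 37 deg C, 5% CO2; luminescent read-out.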
# TGFb inhibitor: qHTS for Inhibitors of TGF-b; AID 588855, 2011; 1.2% of 410,000 active; Potency, µM (highest dose often 46.1 µM), without a hit: top-dose activity, negative = inhibition, hits mostly inhibitors; HepG2 CAGA-GFP TGF-b/SMAD3 reporter, GFP fluorescence, 18 h; TGF-beta stimulated, 500 pg/mL final; also: % is scaled to controls: 0 for no effect and ±100 for the full control effect; nearly all actives have a fitted effect of over 65% in size
#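 Inhibition of TGF-beta-driven CAGA-GFP reporter expression in HEPG2 cells is measured by cellular GFP fluorescence after 18 h stimulation with 500 pg/mL recombinant TGF-beta in 1% FBS medium at 37 degrees C.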
# HepG2 viability: qHTS for Inhibitors of TGF-b: Cytotox Counterscreen; HepG2 CAGA-GFP viability, ATP luminescence, 18 h; Potency, µM (titrated, usually from 46.1 µM), for the others: at the highest dose activity change, negative = cytotoxicity, most hits filed as cytotoxic; 0.76% of 410,000 active; also: some results filed as inactive show a strong effect at the top dose
#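 CellTiter-Glo luminescence gave cytotoxicity after 18 hours at 37 degrees C. The cells were HepG2 CAGA-GFP in 1% FBS DMEM, stimulated with 500 pg/mL TGF-beta after compound addition. %Activity was normalised to no-cell wells (complete cell-killing) and DMSO (no toxicity), and curves were fitted and classified.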
# An asterisk follows results filed as active; i = inactive; ? = inconclusive; / = not tested or not shown; & = joins results of further samples; [ ] = dose if it differs, or a comment. Calls follow the shape of the dose curve; as a rule, active = well fitted curve in the direction sought with a large enough effect; inconclusive = small, poorly fitted or top-dose-only effect, or another doubt; inactive = no such curve, though single readings can be large; an effect the other way counts as inactive or inconclusive. Potency is read from the fitted curve at half-maximal effect.
# Start of the data: the first two compounds, to show the layout:
Compound,Nrf2 block,A549 tox,ATXN2 expr inh,TGFb inhibitor,Nrf2 activator,ATXN viability,HepG2 viability,EPAC2 antag,MCF10A rerep
CCOC(=O)CSc1nc2ccccc2n2c(C)nnc12,6%&4%,4%&2%,8%&5%,-3%&-3%,2.5%&3.4%,i,-1%&-6%,3%,0%
CCc1cccc2c(C(=O)COC(=O)c3c(C)noc3C)c[nH]c12,1%,-4%,-7%,-3%,3.0%,i,-11%,6%,23µM*

# Main list, from the first entry:
Compound,Nrf2 block,A549 tox,ATXN2 expr inh,TGFb inhibitor,Nrf2 activator,ATXN viability,HepG2 viability,EPAC2 antag,MCF10A rerep
CCOC(=O)CSc1nc2ccccc2n2c(C)nnc12,6%&4%,4%&2%,8%&5%,-3%&-3%,2.5%&3.4%,i,-1%&-6%,3%,0%
CCc1cccc2c(C(=O)COC(=O)c3c(C)noc3C)c[nH]c12,1%,-4%,-7%,-3%,3.0%,i,-11%,6%,23µM*
Cc1ccc(N2Cc3ccccc3C2=O)cc1,?,2%,/,-17%,3.0%,i,-43%,-6%,-3%
Cc1cc(C)cc(OCC(=O)OCC(=O)N2CC(=O)Nc3ccccc32)c1,8%,0%,-11%,5%,-0.3%,i,4%,6%,3%
Cc1nc(SCC(=O)N(C)C2CCCCC2)[nH]c(=O)c1Cc1ccccc1,4%,?,-8%,0%,-0.1%,i,-17%,-3%,1%
COc1ccc(-n2c(C)cc(-c3csc(N)n3)c2C)cc1,-9%,-13%,?,-3%,-0.3%,?,4%,0%,?
CNS(=O)(=O)c1cccc(C(=O)OCC(=O)Nc2ccc(-c3nc4ccc(C)cc4s3)cc2)c1,?,1%,-37%,2%,1.5%,i,0%,-7%,10%
O=C(NC1CCCC1)C(c1ccc(F)cc1)N(C(=O)c1csnn1)c1ccccc1F (configuration not stated),-5%,-5%,15%,-13%,0.6%,i,-10%,-8%,-8%
COc1ccccc1Nc1nc(C)cc(C)n1,9%,7%,-7%,-5%,2.3%,i,-6%,-4%,1%
CCOc1ccc2nc(N3CCC(C(=O)N4CCN(C(=O)c5ccco5)CC4)CC3)sc2c1,?,6%,-11%,-27%,2.8%,i,-16%,8%,0%
Cc1nn(C)c(C)c1S(=O)(=O)N(CC(=O)NCc1cccs1)c1ccc(C(C)C)cc1,12%,11%,7%,-14%,-0.5%,i,-3%,-7%,-5%
COC(=O)c1c(C(=O)OC)c(C)n(Cc2ccco2)c1C,-21%,0%,0%,-1%,-0.3%,i,-7%,-3%,4%
CCOc1ccc(-n2c(=O)c3c(C)c(C(=O)N(C)C)sc3n(CC(=O)Nc3c(C)cc(C)cc3C)c2=O)cc1,/,1%,/,2%,-1.4%,/,13%,/,/
COc1ccccc1CNC(=O)C1CCCN(c2nc3ccccc3n3cccc23)C1 (configuration not stated),0%,5%,/,-9%,-0.8%,/,-23%,/,/
CCN(CC)S(=O)(=O)c1cccc(NC(=O)c2cc3ccccc3o2)c1,-13%,0%,-31%,-6%,0.1%,i,-6%,-6%,5%
COc1ccc(-c2nc(CS(=O)CC(=O)NCc3ccc(Cl)cc3)c(C)o2)cc1OC (configuration not stated),-15%,-1%,8%,-16%,4.4%,i,-21%,-5%,?
NC(N)=NCCCS(=O)(=O)Nc1ccc(Nc2c3ccccc3nc3cc([N+](=O)[O-])ccc23)cc1,-5%,2%,-6%,9%,6.1%,?,15%,-16%,3%
COc1ccc(C(=O)Oc2c(C)occc2=O)cc1OC,/,11%,-11%,10%,-0.3%,i,-1%,15%,0%
CCOC(=O)CCNC(C)C1COc2ccccc2O1 (configuration not stated),13%,-4%,1%,-2%,-0.8%,i,-31%,-2%,3%
CN(C(=O)CC1C(=O)NCCN1CC(c1ccccc1)c1ccccc1)C(C1CC1)C1CC1 (configuration not stated),-11%,?,/,5%,-0.8%,?,-8%,-9%,10%
COc1cccc2c1OCC1COc3c(c(=O)n(C)c(=O)n3C)C21 (configuration not stated),-11%,-9%,-3%,3%,-0.3%,i,-2%,5%,0%
CCCc1nc(SCC(=O)Nc2ccc(N3CCOCC3)cc2)c2ccccc2n1,1%,-3%,13%,8%,-0.5%,i,-12%,-2%,-1%
COc1cc2c(c(OC)c1OC)-c1ccc(SC)c(=O)cc1C(NC(=O)C(F)(F)F)CC2 (configuration not stated),?,?,16%,0%,0.5%,i,3%,-2%,?
CC1(C)CC(=O)C=C(c2ccc(-c3cnn(Cc4ccccc4)c3)cc2)C1=O,/,/,-25%,-6%,9.8%,?,-37%,6%,/
CC(=O)Nc1ccc(C(=O)NCC(=O)OCc2ccccc2F)cc1,14%,11%,2%,1%,0.0%,i,-20%,0%,-1%

# Additional compounds.
Compound,Nrf2 block,A549 tox,ATXN2 expr inh,TGFb inhibitor,Nrf2 activator,ATXN viability,HepG2 viability,EPAC2 antag,MCF10A rerep
Cc1ccc(CN(Cc2ccccn2)C(=O)Nc2ccc(C)c(C)c2)cc1,?,-11%,19%,0%,-0.7%,i,-21%,-16%,1%
O=C(O)C1(S(=O)(=O)CCC(F)=C(F)F)CC1,-1%,-5%,-28%,-30%,0.0%,i,3%,6%,1%
CCN(CC)CCN1C(=O)c2ccccc2NC1c1ccc(Br)cc1 (configuration not stated),21%,-6%,1%[11.3 µM],22%,4.0%,i,7%,2%,6%
C=CCNc1nnc(SCC(=O)N2CCC(C(N)=O)CC2)s1,12%,-3%,88%[activator],0%,-0.8%,i,1%,4%,0%
CCc1cccc(NC(=O)Cn2c(=O)n(CCCCCC(=O)NCc3ccc(F)cc3)c(=O)c3sccc32)c1,-1%,0%,-6%,-14%,-0.7%,i,-19%,/,/
CN(C(=O)c1cccc(NC(=O)Cc2ccc(NC(=O)C3CCN(C(=O)C4CC4)CC3)cc2)c1)C1CCCCC1,20%,1%,0%,16%,2.3%,i,22%,17%,-15%
CCCSC1=C(C#N)C(c2ccc(OC)cc2)C2=C(CC(C)(C)CC2=O)N1 (configuration not stated),23µM*,-29%,-22%,?,0.1%,i,-30%,-6%,?
O=C(COC(=O)c1cccc(S(=O)(=O)N2CCCCC2)c1)NCc1cccc(Cl)c1,/,/,/,-10%,-1.0%,i,-15%,-14%,/
CCOc1ccc(-n2cc(C(=O)Nc3cccc(C)n3)c3cc(OC)c(OC)cc3c2=O)cc1,?,-13%,-9%,-6%,0.7%,i,-12%,-11%,?
CCOc1ccc(/C(O)=C2/C(=O)C(=O)N(c3ccccn3)C2c2ccc(C)cc2)c(C)c1 (configuration not stated),-12%,-12%,26%,5%,6.9%,i,-18%,-16%,11%
C#CCOCCOCCOCCNc1nc(N2CCN(C(=O)[C@H]([C@@H](C)CC)n3cc(CCCCN)nn3)CC2)nc(N2CCN(C(=O)[C@H](CCCCN)n3cc(CCC(=O)O)nn3)CC2)n1,19%,2%,15%,-1%,-0.5%,i,3%,0%,?
Cc1sc2ncn(CC(=O)NCCCOC(C)C)c(=O)c2c1S(=O)(=O)N1CCN(c2ncccn2)CC1,-3%,3%,7%,9%,-0.2%,i,-2%,14%,1%
Cc1nnc(SCC(=O)N(C)c2ccccc2)n1-n1cccc1,3%,0%,4%,-7%,-0.4%,i,-3%,-2%,-1%
NS(=O)(=O)c1ccc(N/N=C/c2cn(-c3ccccc3)nc2-c2ccccc2)c([N+](=O)[O-])c1,23µM*,21µM*,/,5.6µM*,0.4%,11µM*,6.3µM*,-17%,23%
CCN1CCN(c2nc3sc4c(c3c(=O)n2-c2ccc(OC)cc2)CCCCC4)CC1,-12%,-12%,-25%,25%,-0.7%,i,-13%,-6%,?
CCCCNS(=O)(=O)/C=C/c1ccccc1,1%,-3%,-4%,0%,-0.7%,i,9%,2%,-2%
O=C(Nc1ccccc1Cl)C1CCCN1C(=O)OCc1ccccc1 (configuration not stated),1%,-1%,-3%,-3%,-0.6%,i,2%,-11%,1%
CCc1nc(C)cn1S(=O)(=O)c1cc(Cl)c(OC)cc1Cl,?,0%,-19%,?,0.6%,i,-24%,1%,?
O=C(NCC1CCCO1)C1c2ccccc2C(=O)N1C1CCCCCC1 (configuration not stated),/,-6%,-9%,0%,0.2%,i,-13%,1%,1%
COc1ccc(C)cc1N(C(=O)Cn1nnc(-c2ccc(C)o2)n1)C(C(=O)NC1CCCC1)c1ccncc1 (configuration not stated),-10%,-12%,-4%,4%,-0.1%,i,-5%,?,23%
COc1cc(Cl)ccc1OCc1cc(C(=O)NCC(C)(C)N2CCOCC2)no1,20%,1%,42%[activator],6%,2.9%,i,-3%,1%,?
Cc1ccc(/C=N/NC(=O)c2nnn(-c3nonc3N)c2CSc2ccc(Cl)cc2)cc1,6%,19%,/,-5%,0.2%,?,-12%,3%,2%
N#CC1(Nc2ccc(C(=O)O)cc2)CCCC1,8%,-1%,7%,1%,0.3%,i,5%,9%,-5%
COc1ccccc1OC(=O)CCc1nc2ccccc2s1,0%,2%,/,1%,-0.6%,i,22%,-16%,-4%
CSc1nnc(C(C)(C)C)c(=O)n1/N=C/c1c(O)ccc2ccccc12,5%,0%,6%,8%,2.6%,i,3%,-13%,14%
COc1cc(OC)c(N(C)S(=O)(=O)c2cccc(C(=O)NC(C)C3CC4CCC3C4)c2)cc1Cl (configuration not stated),-26%,0%,-13%,-2%,0.3%,i,3%,1%,?
O=C(CN1C(=O)CCS(=O)(=O)c2ccccc21)Nc1ccc(F)cc1,-2%,9%,34%,-7%,-1.0%,i,-5%,-5%,0%
Nc1nc(CCOc2ccc(F)cc2)cs1,?,-1%,53%[activator],6%,3.6%,i,-1%,-4%,0%

# A few values from the results shown:
# Cc1ccc(/C=N/NC(=O)c2nnn(-c3nonc3N)c2CSc2ccc(Cl)cc2)cc1 in TGFb inhibitor reads -5%
# Nc1nc(CCOc2ccc(F)cc2)cs1 in ATXN2 expr inh reads 53%[activator]
# CCc1cccc(NC(=O)Cn2c(=O)n(CCCCCC(=O)NCc3ccc(F)cc3)c(=O)c3sccc32)c1 in Nrf2 block reads -1%

# Source: PubChem

# Some of the compounds tested; the hit share may differ from the screen's.
